Screening data (PubChem BioAssay)
N370S GC mod: inhibits or activates N370S mutant glucocerebrosidase. 330,000 tested, 0.092% active. P04062. N370S GC spleen homogenate, 4MU-glucoside fluorescence. Potency, µM (series often up to 59.4 µM), for the others: at the top dose activity change, negative = inhibition, usual class: inhibitors;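 also: 0% = full enzyme activity and -100% = no enzyme basal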
GCN5L2 inh: GCN5L2 (KAT2A) acetyltransferase inhibition | GCN5L2 HAT assay, ThioGlo1 CoA-SH fluorescence | Potency, µM (series often up to 58.9 µM), for inactives: top-dose activity change, negative = inhibition, actives largely listed as inhibitors | 390,000 tested, 0.21% active | AID 504327
Target sequence (Q92830 whole entry, looked up): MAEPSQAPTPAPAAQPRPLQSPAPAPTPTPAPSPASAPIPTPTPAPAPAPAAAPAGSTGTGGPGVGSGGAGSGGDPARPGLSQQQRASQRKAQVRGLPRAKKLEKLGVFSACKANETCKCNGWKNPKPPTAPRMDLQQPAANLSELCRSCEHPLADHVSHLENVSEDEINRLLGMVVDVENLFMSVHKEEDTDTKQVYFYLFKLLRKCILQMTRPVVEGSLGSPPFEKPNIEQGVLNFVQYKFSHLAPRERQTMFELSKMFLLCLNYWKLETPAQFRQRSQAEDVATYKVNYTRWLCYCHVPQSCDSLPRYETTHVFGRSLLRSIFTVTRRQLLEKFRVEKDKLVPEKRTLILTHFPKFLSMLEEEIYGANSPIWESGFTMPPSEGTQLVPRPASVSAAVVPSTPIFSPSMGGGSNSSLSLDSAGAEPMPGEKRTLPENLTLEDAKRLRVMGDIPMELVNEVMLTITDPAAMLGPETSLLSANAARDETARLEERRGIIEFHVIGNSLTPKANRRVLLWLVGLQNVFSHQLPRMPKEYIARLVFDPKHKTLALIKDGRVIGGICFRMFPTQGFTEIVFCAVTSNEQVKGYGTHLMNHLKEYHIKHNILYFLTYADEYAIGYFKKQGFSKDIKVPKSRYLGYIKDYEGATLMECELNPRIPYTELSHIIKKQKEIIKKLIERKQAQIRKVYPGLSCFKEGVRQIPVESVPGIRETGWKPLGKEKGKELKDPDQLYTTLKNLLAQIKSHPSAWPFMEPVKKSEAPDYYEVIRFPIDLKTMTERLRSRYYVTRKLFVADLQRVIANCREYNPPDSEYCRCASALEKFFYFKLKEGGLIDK
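Compounds, pin-transferred from DMSO stocks, meet 20nM GCN5L2 for 15 min before the reaction begins with H3(1-25) peptide (75uM) and acetyl-CoA (70uM). Thiol-reactive ThioGlo1 reports CoA release over 20 min at room temperature.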
FEN1 inh: blocks human flap endonuclease 1 | AID 588795 | P39748 | Recombinant FEN1 flap cleavage, fluorescence, 15 min | Potency, µM (top dose mostly 114 µM), for inactives: top-dose activity change, negative = inhibition, usual class: inhibitors | 390,000 tested, 0.35% active; also: nearly all actives have a fitted effect of over 65% in size
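Potency values derive from four-parameter Hill fits of normalized qHTS data. The reaction used 10 nM FEN1 preincubated 15 min at room temperature with compound, then 50 nM DNA substrate, read at 0 and 15 min.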
Numbers without * were called inactive; & = joins results of further samples; [ ] = dose if it differs, or a comment. Calls follow the shape of the dose curve; as a rule, active = well fitted curve in the direction sought with a large enough effect; inconclusive = small, poorly fitted or top-dose-only effect, or another doubt; inactive = no such curve, though single readings can be large; an effect the other way counts as inactive or inconclusive. Unless noted, % is scaled to controls: 0 for no effect and ±100 for the full control effect; potency is read from the fitted curve at half-maximal effect. The list is partial; the hit share may differ from the screen's.

O=C(NC(=S)Nc1ccccc1N1CCOCC1)c1ccc(Br)cc1 was read as N370S GC mod -10.8%, GCN5L2 inh inconclusive and FEN1 inh -20.4%.
`O=C(Cc1cccc([N+](=O)[O-])c1)Nc1ccc(C(=O)N2CCOCC2)cc1` gave GCN5L2 inh -0.1% and FEN1 inh 4.3%.
`CCCN1C(C(=O)c2ccccc2)=C(OC(=O)COc2ccccc2)c2ccccc2S1(=O)=O` gave GCN5L2 inh -6.5% and FEN1 inh inconclusive.
CCOc1ncccc1C(=O)OCC(=O)NCCCc1ccccc1 was read as GCN5L2 inh -1.2% and FEN1 inh 2.6%.
Screening O=C1C=C(c2ccc(Oc3ccccc3)cc2)C[C@@H](c2ccc(F)cc2)C1 returned GCN5L2 inh -4.1% and FEN1 inh -14.8%.
For COc1ccc2c(c1)C(C)CC(C)(C)N2C(=O)CSc1ncn[nH]1 (stereo not given) the results were N370S GC mod -2.1%, GCN5L2 inh -2.2% and FEN1 inh -4.7%.
Screening Cc1cccc(N(C(=O)c2snc(C(N)=O)c2N)C(C(=O)NCC2CCCO2)c2c[nH]c3ccccc23)c1 (stereo not given) returned N370S GC mod -2.7%, GCN5L2 inh -10.9% and FEN1 inh -0.2%.
For Cc1ccc(NC(=O)C(=O)NCC(c2ccc3c(c2)OCO3)N2CCOCC2)c(C)c1 (stereo not given) the results were GCN5L2 inh -4.0% and FEN1 inh 11.9%.
`CCC(C)NC(=O)C1CCN(S(=O)(=O)CC)CC1` (stereo not given) gave N370S GC mod -6.4%, GCN5L2 inh -4.5% and FEN1 inh 14.6%.
O=C(NCCCCNC(=O)c1ccc(F)cc1)c1ccc(F)cc1 was read as N370S GC mod -4.0%, GCN5L2 inh -0.5% and FEN1 inh -1.2%.
For CN(C)CCN[C@H]1CCC2C3CC=C4C[C@@H](O)CC[C@]4(C)C3CC[C@@]21C (stereo not given in full) the results were GCN5L2 inh -3.9% and FEN1 inh -15.0%.
For CCSc1nnc(CNc2ccc(F)cc2)n1CC1CCCO1 (stereo not given) the results were N370S GC mod 5.4%, GCN5L2 inh 0.3% and FEN1 inh 4.5%.
For COc1ccc(C(=O)NNC(=S)NC2CCCCC2)cc1OC the results were N370S GC mod 5.8%, GCN5L2 inh 0.1% and FEN1 inh 6.5%.
For CCOc1ccc(/C=N/NC(=O)c2nnn(-c3nonc3N)c2COc2ccc(F)cc2)cc1 the results were N370S GC mod 3.8%, GCN5L2 inh -7.1% and FEN1 inh 4.0%.
CCOC(=O)C1=C(CSc2nc3c(cc2C#N)CN(C)CC3)OC(N)=C(C#N)C1c1ccc(F)cc1 (stereo not given) was read as N370S GC mod -13.1%, GCN5L2 inh -23.7% and FEN1 inh -22.3%.
Screening Cc1c(NC(=O)CSc2nnnn2-c2ccc(C(=O)O)cc2)c(=O)n(-c2ccccc2)n1C returned N370S GC mod 7.8%, GCN5L2 inh 2.3% and FEN1 inh -7.6%.
`CCOc1ccc(CN2CCN(CCCc3ccccc3)C(CCO)C2)cc1` (stereo not given) gave N370S GC mod -15.5%, GCN5L2 inh -1.8% and FEN1 inh -9.9%.
Screening N#CC(C(=O)OC1CCCCC1)c1nc2ccccc2nc1N1CCCCC1 (stereo not given) returned N370S GC mod -5.4% and GCN5L2 inh -2.2%.
For CCOc1ccc(-c2nnc(SCC(=O)Nc3cc(C)ccc3OC)o2)cc1 the results were GCN5L2 inh -1.5% and FEN1 inh 5.7%.
COc1ccc(-c2cc(C(F)(F)F)nc(SCCC(=O)Nc3ccc(O)cc3)n2)cc1 was read as GCN5L2 inh 2.2% and FEN1 inh -9.9%.
`COc1ccc(C(CNC(=O)c2cccc(S(=O)(=O)N3CCOCC3)c2)N2CCOCC2)cc1` (stereo not given) gave GCN5L2 inh -5.8% and FEN1 inh -5.2%.
For CC(C)[C@H](NC(=O)c1ccccc1F)C(=O)Nc1ccc2c(c1)OCO2 the results were GCN5L2 inh -2.0% and FEN1 inh -9.2%.
Screening COc1ccc(C(=O)N/C(=C\c2ccccc2)C(=O)NC(CC(C)C)C(=O)O)cc1 (stereo not given) returned N370S GC mod 10.8%, GCN5L2 inh -0.3% and FEN1 inh 2.4%.
`CCCCc1ccc(NC(=O)NCc2ccccn2)cc1` gave N370S GC mod 1.8%, GCN5L2 inh -2.1% and FEN1 inh 5.0%.
For COc1ccc(-n2c(=S)[nH]c(=O)c3cccnc32)cc1 the results were N370S GC mod -10.7%, GCN5L2 inh -17.2% and FEN1 inh 14.3%.
`Cc1ccc2nc(SCC(=O)NCCc3ccccc3)nc(=O)n2c1` gave N370S GC mod -12.2%, GCN5L2 inh -3.0% and FEN1 inh -2.7%.
CS(=O)(=O)Nc1ccc(C(=O)N2CC(=O)Nc3ccccc32)cc1 was read as N370S GC mod -1.4%, GCN5L2 inh -1.7% and FEN1 inh 9.4%.
Screening CSCCC(NC(=O)COc1ccccc1)C(=O)N(C)Cc1ccc(SC)cc1 (stereo not given) returned GCN5L2 inh -14.8% and FEN1 inh -15.4%.
Screening CN1CC(C(=O)Nc2ccc(F)c(Cl)c2)CC1=O (stereo not given) returned N370S GC mod -23.9%, GCN5L2 inh 3.2% and FEN1 inh 4.3%.
`Cc1ccc(-c2nnc(Nc3ccc(O)cc3)c3ccccc23)cc1S(=O)(=O)N1CCCCC1` gave GCN5L2 inh -0.2% and FEN1 inh -15.3%.
Screening Cc1nc2c(Cl)cccc2c2c1CC(CBr)O2 (stereo not given) returned N370S GC mod -13.3%, GCN5L2 inh -1.6% and FEN1 inh -16.4%.
`COc1cc(C(=O)OCCNC(=O)c2ccccc2)cc(OC)c1OC` gave N370S GC mod -9.9%, GCN5L2 inh 1.5% and FEN1 inh 9.5%.
`CC(C)c1nnc(SCC(=O)NC2CCCCC2)n1C` gave N370S GC mod -15.2%, GCN5L2 inh -7.3% and FEN1 inh -10.4%.
For Cn1cnc([N+](=O)[O-])c1Oc1ccc2ccccc2c1 the results were N370S GC mod 16.0%, GCN5L2 inh -4.9% and FEN1 inh -1.9%.
`CCCn1c(SCC(N)=O)nc2c(c1=O)C1(CCCC1)Cc1ccccc1-2` gave N370S GC mod -1.4%, GCN5L2 inh -7.5% and FEN1 inh -18.6%.
For C[C@@H]1C[C@@H]2O[C@H]2/C=C\C=C\C(=O)Cc2c(Cl)c(O)cc(O)c2C(=O)O1 the results were N370S GC mod 23.7%, GCN5L2 inh -1.2% and FEN1 inh -19.3%.
Screening O=c1c(-c2ccccc2Cl)c[nH]n1-c1ccccc1 returned N370S GC mod -7.6%, GCN5L2 inh 8.6% and FEN1 inh -7.1%.
Cc1csc(NC(=O)c2cc([N+](=O)[O-])cc([N+](=O)[O-])c2)n1 was read as N370S GC mod 7.3%, GCN5L2 inh -5.4% and FEN1 inh 10.0%.
Screening COC(=O)N/N=C(\C)c1cccs1 returned N370S GC mod -3.2%, GCN5L2 inh -1.0% and FEN1 inh 15.7%.
For CC(C)[C@H](NC(=O)[C@@H]1CSC2c3ccccc3C(=O)N21)C(=O)NCc1ccco1 (stereo not given in full) the results were N370S GC mod -4.3%, GCN5L2 inh -4.7% and FEN1 inh -13.9%.

Continued, starting with the last 2 of the part before.
Screening COC(=O)N/N=C(\C)c1cccs1 returned N370S GC mod -3.2%, GCN5L2 inh -1.0% and FEN1 inh 15.7%.
For CC(C)[C@H](NC(=O)[C@@H]1CSC2c3ccccc3C(=O)N21)C(=O)NCc1ccco1 (stereo not given in full) the results were N370S GC mod -4.3%, GCN5L2 inh -4.7% and FEN1 inh -13.9%.
`Nc1ccnc2c1ncn2[C@@H]1O[C@H](CO)[C@@H](O)[C@H]1O` gave N370S GC mod -11.3% and GCN5L2 inh 0.9%.
Screening c1coc(C2Nc3cccc4cccc(c34)N2)c1 returned N370S GC mod -0.9% and GCN5L2 inh -15.1%.
Screening Oc1ccccc1-c1cc(-c2ccccc2Cl)[nH]n1 returned N370S GC mod 13.9% and FEN1 inh -18.0%.
`CC[C@]12c3[nH]c4cc(-c5ccco5)ccc4c3CCN1C(=O)[C@@H](CC(=O)NCCC1=CCCCC1)C[C@@H]2C(=O)N1CCN(C(=O)c2ccco2)CC1` gave GCN5L2 inh inconclusive and FEN1 inh -7.3%.
For O=C(CCSc1ccc(Cl)cc1)NCc1ccncc1 the results were N370S GC mod -6.5%, GCN5L2 inh -7.6% and FEN1 inh -0.8%.
For CCn1c(COc2cccc3cccnc23)nnc1SC(F)F the results were N370S GC mod 5.2%, GCN5L2 inh 2.3% and FEN1 inh 13.6%.
For COc1ccc2c(c1)CC1c3c(cc4c(c3-2)OCO4)CC[N+]1(C)[O-] (stereo not given) the results were N370S GC mod 5.1%, GCN5L2 inh 18.2% and FEN1 inh inconclusive.
`O=C(/C=C/c1cccs1)Nc1nc(-c2ccccc2)cs1` gave N370S GC mod 5.4%, GCN5L2 inh -21.1% and FEN1 inh inconclusive.
Screening O=C(NCCn1cc(SCc2ccc(F)cc2)c2ccccc21)c1c(F)cccc1F returned N370S GC mod -10.5%, GCN5L2 inh -5.6%&-12.6% and FEN1 inh 5.6%&-28.2%.
For COc1ccc(CN2CCCCC2C(=O)Nc2ccc(OC)c(OCC(C)C)c2)cc1OC (stereo not given) the results were N370S GC mod -11.9%, GCN5L2 inh -1.8% and FEN1 inh -4.1%.
Screening NS(=O)(=O)c1ccc(NC(=O)N2c3ccccc3Sc3ccccc32)cc1 returned N370S GC mod -0.5%, GCN5L2 inh 2.6% and FEN1 inh 3.7%.
`CCC(=O)Nc1nc(C)c(Oc2ccccc2)c(=O)[nH]1` gave N370S GC mod -3.1%, GCN5L2 inh 0.4% and FEN1 inh 7.7%.
For O=C(COC(=O)/C=C/c1ccccc1)NC1CC1 the results were GCN5L2 inh -5.8% and FEN1 inh -10.8%.
C[C@H](NC(=O)C1CCC(CNC(=O)[C@@H]2CCCN2C(=O)OC(C)(C)C)CC1)C(=O)O (stereo not given in full) was read as N370S GC mod -6.0%, GCN5L2 inh 2.8% and FEN1 inh 16.4%.
C/C(=C\c1cccs1)C(=O)c1c(C)cc(C)[nH]c1=O was read as N370S GC mod -8.1%, GCN5L2 inh -7.3% and FEN1 inh -1.7%.
For O=S(=O)(Cc1c(F)cccc1Cl)c1ncn[nH]1 the results were N370S GC mod 3.5%, GCN5L2 inh -3.6% and FEN1 inh 15.3%.
Screening COc1c2ccccc2c(OC)c2ccccc12 returned N370S GC mod 13.3%, GCN5L2 inh -1.6% and FEN1 inh -0.5%.
`Cc1ccccc1-c1nc(CS(=O)(=O)CC(=O)NC2CC2)c(C)o1` gave N370S GC mod -6.5%, GCN5L2 inh -23.4% and FEN1 inh -8.9%.
CCCCn1nnc(NC(=O)COc2cc(C)ccc2C(C)C)n1 was read as N370S GC mod 7.0%, GCN5L2 inh -0.1% and FEN1 inh -20.0%.
For Cc1ccc(C(=O)NNC2=Nc3cc([N+](=O)[O-])ccc3OC2)cc1 the results were N370S GC mod 2.2%, GCN5L2 inh -29.2% and FEN1 inh 11.5%.

The list goes on, starting with the last 5 of the part before.
For O=S(=O)(Cc1c(F)cccc1Cl)c1ncn[nH]1 the results were N370S GC mod 3.5%, GCN5L2 inh -3.6% and FEN1 inh 15.3%.
Screening COc1c2ccccc2c(OC)c2ccccc12 returned N370S GC mod 13.3%, GCN5L2 inh -1.6% and FEN1 inh -0.5%.
`Cc1ccccc1-c1nc(CS(=O)(=O)CC(=O)NC2CC2)c(C)o1` gave N370S GC mod -6.5%, GCN5L2 inh -23.4% and FEN1 inh -8.9%.
CCCCn1nnc(NC(=O)COc2cc(C)ccc2C(C)C)n1 was read as N370S GC mod 7.0%, GCN5L2 inh -0.1% and FEN1 inh -20.0%.
For Cc1ccc(C(=O)NNC2=Nc3cc([N+](=O)[O-])ccc3OC2)cc1 the results were N370S GC mod 2.2%, GCN5L2 inh -29.2% and FEN1 inh 11.5%.
For Cc1onc(-c2ccccc2Cl)c1C(=O)NC(C)c1ccccc1 (stereo not given) the results were N370S GC mod -11.1%, GCN5L2 inh 8.9% and FEN1 inh 19.6%.
`Cc1[nH]c2ccccc2c1/C=N\NC(=O)Cn1nnc(-c2ccccc2)n1` gave N370S GC mod 9.5%, GCN5L2 inh -3.8% and FEN1 inh 2.8%.
For FC(F)(F)c1cnc(N2CCSCC2)c(Cl)c1 the results were N370S GC mod -2.6%, GCN5L2 inh -5.1% and FEN1 inh -1.7%.
`CCOC(=O)c1c(C)[nH]c(C)c1C(=O)COC(=O)/C=C/c1cccc(F)c1` gave N370S GC mod -8.2%, GCN5L2 inh 35.9%[activator] and FEN1 inh -13.1%.

A draw from above in order of heavy-atom count, high to low:
`Cc1[nH]c2ccccc2c1/C=N\NC(=O)Cn1nnc(-c2ccccc2)n1` gave N370S GC mod 9.5%, GCN5L2 inh -3.8% and FEN1 inh 2.8%.
CCCCn1nnc(NC(=O)COc2cc(C)ccc2C(C)C)n1 was read as N370S GC mod 7.0%, GCN5L2 inh -0.1% and FEN1 inh -20.0%.
Screening COc1c2ccccc2c(OC)c2ccccc12 returned N370S GC mod 13.3%, GCN5L2 inh -1.6% and FEN1 inh -0.5%.
For FC(F)(F)c1cnc(N2CCSCC2)c(Cl)c1 the results were N370S GC mod -2.6%, GCN5L2 inh -5.1% and FEN1 inh -1.7%.
